Compound activity as filed in PubChem BioAssay.
E-sel inducer: E-selectin induction on HUVECs; AID 686992; activation, % at 7.58 µM; HUVEC E-selectin immunofluorescence imaging; normalized: neutral wells 0, TNF-alpha wells 100; hit rate 0.37% among 260,000; P16581;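 active = mean E-selectin-positive cell signal at least 10% of the positive control, reached in at least 60% of replicates, without over 20% cell loss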;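 note: in these data hits start at about 27%; measured in HUVEC primary endothelial cells; signal is the percent of cells scored E-selectin positive by PE staining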
Target sequence (P16581 whole entry, looked up): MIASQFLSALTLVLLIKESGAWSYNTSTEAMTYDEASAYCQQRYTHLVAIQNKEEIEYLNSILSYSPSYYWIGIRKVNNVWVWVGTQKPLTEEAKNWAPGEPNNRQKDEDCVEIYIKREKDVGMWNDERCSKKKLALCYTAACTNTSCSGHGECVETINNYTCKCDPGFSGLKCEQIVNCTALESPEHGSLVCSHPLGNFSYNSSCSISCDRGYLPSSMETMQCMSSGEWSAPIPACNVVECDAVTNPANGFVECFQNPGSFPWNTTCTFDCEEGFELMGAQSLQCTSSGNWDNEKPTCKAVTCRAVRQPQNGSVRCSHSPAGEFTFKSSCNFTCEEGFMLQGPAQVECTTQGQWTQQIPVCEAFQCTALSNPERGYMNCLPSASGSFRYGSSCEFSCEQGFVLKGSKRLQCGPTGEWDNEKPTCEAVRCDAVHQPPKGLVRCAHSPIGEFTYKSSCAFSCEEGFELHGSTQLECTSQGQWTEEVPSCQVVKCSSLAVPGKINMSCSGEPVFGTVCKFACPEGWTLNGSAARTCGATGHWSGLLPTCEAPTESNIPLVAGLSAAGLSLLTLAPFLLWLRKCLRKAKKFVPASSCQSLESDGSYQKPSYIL
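assay system = HUVEC, human umbilical vein endothelial cells | input = 3,000 HUVEC seeded per well | medium = EGM-2 growth medium on 0.1% gelatin-coated wells | dosing = one compound dose added by pin transfer | signal = immunofluorescence imaging | read-out basis = % PE-positive cells | control set = TNF-alpha, DMSO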
RAD52 anneal inh: inhibitors of human RAD52 DNA annealing; P43351; recombinant RAD52 DNA annealing, FRET fluorescence; inhibition, % at 18.7 µM; hit rate 0.46% among 360,000;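 active = every replicate showing at least 50% inhibition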
Target sequence (P43351 whole entry, looked up): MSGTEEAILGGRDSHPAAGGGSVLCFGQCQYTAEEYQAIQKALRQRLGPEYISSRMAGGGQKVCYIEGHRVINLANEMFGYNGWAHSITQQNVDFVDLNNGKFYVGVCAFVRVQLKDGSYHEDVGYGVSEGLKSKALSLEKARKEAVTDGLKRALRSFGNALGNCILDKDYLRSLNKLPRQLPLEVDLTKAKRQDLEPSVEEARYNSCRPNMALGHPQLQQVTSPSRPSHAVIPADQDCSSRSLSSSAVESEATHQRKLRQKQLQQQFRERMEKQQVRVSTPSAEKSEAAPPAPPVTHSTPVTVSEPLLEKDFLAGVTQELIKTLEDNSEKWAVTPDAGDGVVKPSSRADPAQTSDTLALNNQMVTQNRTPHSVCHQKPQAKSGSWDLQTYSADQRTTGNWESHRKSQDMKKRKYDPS
The depositor's hits bear a star; . = no result given. This is a subset; rates above refer to the full screens.

SMILES	E-sel inducer	RAD52 anneal inh
O=C(OCc1ccccc1)c1ccccc1O	.	-2
O=C(Cc1ccccc1)c1ccc(Cl)cc1	.	2
NCCc1nnc(SCC(=O)c2ccc(Cl)cc2)o1	.	48
CC1CCN(CCNC(=O)c2ccc3c(=O)n(CCc4ccccc4)c(=O)[nH]c3c2)CC1	.	-15
CC(C)C[C@@H]1O[C@H](CCc2ccccc2)Cc2[nH]c(=S)[nH]c(=O)c21	.	-12
CCC1(CC)Nc2ccccc2C(=O)N1c1ccc(OC)cc1	.	-16
CCOc1cc(/C=N/NC(=O)CSc2nncn2C)ccc1OCC(N)=O	.	2
O=C(Nc1ccc2c(c1)OCCO2)C1c2ccccc2OCC(=O)N1CCc1c[nH]c2ccccc12 (stereo not drawn)	.	-22
COc1ccc(CC2NCCC3(O)CCCCC23)cc1 (stereo not drawn)	0.3	.
COc1cc(/C=N/NC(=O)c2cc(-c3ccccc3OC(C)C)nc3ccccc23)ccc1O	1.9	.
CCCC1=[N+](CC(=O)c2ccc(C)cc2)CCn2cccc21	0.7	.
O=C(Nc1cccc2nsnc12)c1ccc(-c2ccc(Br)cc2)o1	0.1	.
O=C(Cn1c(=O)sc2ccccc21)Nc1ccc(S(=O)(=O)N2CCCCC2)cc1	-0.4	.
O=C(c1cc(C(=O)NCCc2ccccc2)c(=O)n(CCc2ccccc2)c1)c1cc(Cl)ccc1O	-0.5	.
COc1ccc(C(=O)Oc2ccc(F)cc2C(=O)/C=C/c2ccc(OC)c(OC)c2)cc1	-0.2	.
CN(C(=O)COC(=O)c1cccnc1Nc1cccc(C(F)(F)F)c1)C1CCS(=O)(=O)C1 (stereo not drawn)	0.8	.
COc1cc(NC(=O)c2cc3c(Cl)nc4ccccc4c3s2)cc(OC)c1OC	-0.2	.
Cc1ccc(-n2c(SCC(=O)NCCN3C(=O)CSC3=O)nnc2-c2ccccc2F)cc1	1.6	.
CC=Cc1ccc2n(c1=O)C[C@@H]1[C@@H](CO)[C@H](C(=O)NCCc3ccncc3)[C@H]2N1CCC(F)(F)F (mixture of isomers)	0.0	.
COc1ccc(Cl)cc1-c1nc(N)nc(N(C)C)n1	-0.7	.

Compound profiles, from the list above:
CC1CCN(CCNC(=O)c2ccc3c(=O)n(CCc4ccccc4)c(=O)[nH]c3c2)CC1 is entered as E-sel inducer: .; RAD52 anneal inh: -15
CC=Cc1ccc2n(c1=O)C[C@@H]1[C@@H](CO)[C@H](C(=O)NCCc3ccncc3)[C@H]2N1CCC(F)(F)F (mixture of isomers) is entered as E-sel inducer: 0.0; RAD52 anneal inh: .
COc1ccc(CC2NCCC3(O)CCCCC23)cc1 (stereo not drawn) is entered as E-sel inducer: 0.3; RAD52 anneal inh: .

The listing continues:
SMILES	E-sel inducer	RAD52 anneal inh
O=C(Nc1cccs1)Nc1c(F)cc(F)cc1Br	1.1	.
O=C(CSc1nc2cc(Cl)ccc2s1)Nc1cccc(S(=O)(=O)N2CCOCC2)c1	0.4	.
O=C(NNc1nc(-c2ccccc2)c2cc(Br)ccc2n1)c1ccc(S(=O)(=O)N2CCCCC2)cc1	-0.4	.
CC(NC(=O)/C=C/c1ccco1)c1nc2ccccc2n1Cc1ccccc1F (stereo not drawn)	0.1	.
CC(Sc1ncnc2ccccc12)C(=O)Nc1ccc2c(c1)OCCO2 (stereo not drawn)	-0.4	.
Cc1ccc(O/C=C2\OC(=O)c3ccccc32)cc1	-0.7	.
Cc1ccc(Cl)cc1NC(=S)NCc1cccn1C	-0.3	.
COc1ccc(CN(C)C[C@H]2Oc3ccc(NC(=O)NC4CCCCC4)cc3CC(=O)N([C@H](C)CO)C[C@@H]2C)cc1	-0.2	.
Cc1sc2nc(CSc3ccccc3)nc(N3CCN(C)CC3)c2c1C	0.3	.
Cc1cc(C)cc(OCC(=O)OC/C(O)=C(\C#N)c2nc3ccccc3[nH]2)c1	-0.2	.
O=C(CSc1nnc(Nc2ccccc2)s1)NCc1cccs1	-0.1	.
CCC(CC)NC(=O)c1cc([N+](=O)[O-])ccc1N1CCOCC1	0.8	.
CCOc1cc(NC(=S)NCCCN2CCOCC2)c(OCC)cc1NC(=O)C1CC1	-0.4	.
O=C1S/C(=C\c2ccccn2)C(=O)N1Cc1ccccc1F	2.9	.
CCOc1ccc(NS(=O)(=O)c2cc(NC(=O)c3ccc(C)cc3)ccc2Cl)cc1	1.3	.
CN1C(=O)c2cc(NC(=O)Nc3ccccc3)ccc2OC[C@@H]2O[C@@H](CC(=O)O)CC[C@H]21	0.0	.
COc1cc2c(cc1NC(=O)COC(=O)[C@@H](NS(=O)(=O)c1cccc(Cl)c1)C(C)C)oc1ccccc12	0.3	.
Cc1c(O)ccc2c(CN3CCN(CCO)CC3)cc(=O)oc12	-0.1	.
C/C(=N\NC(=O)C(c1ccncc1)N1CCOCC1)c1ccc(Br)cc1 (stereo not drawn)	0.1	.
CCOC(=O)c1cc(-c2ccccc2)nc2nc(N3CCCCC3)sc12	0.1	.
Cc1nn(Cc2c(F)cccc2Cl)c(C)c1NC(=O)C1CC1	1.6	.
C[C@@H]1CN([C@H](C)CO)C(=O)c2cccc(NS(=O)(=O)c3ccc(Cl)cc3)c2O[C@H]1CN(C)S(=O)(=O)c1cccs1	0.8	.
CC1(C)CC(=O)C2=C(C1)N(N1CCOCC1)C(N)=C(C#N)C2c1cccs1 (stereo not drawn)	3.2	.
COc1ccccc1OCCC(=O)OCC(=O)Nc1ccc(Br)cc1	-0.6	.
CCCCC1CCC(C(=O)OCC(=O)Nc2ccc(S(N)(=O)=O)cc2)CC1 (stereo not drawn)	1.1	.
CC(C)C(NC(=O)C1CCCCC1)C(=O)N1CCN(c2ccc(F)cc2)CC1 (stereo not drawn)	5.6	.
COc1ccc(CNC(=S)Nc2ccc(OC)cc2)cc1	-1.9	.
Cc1ccc(Nc2nc(NCC3CCCO3)nc(N)c2[N+](=O)[O-])cc1 (stereo not drawn)	2.2	.
Cc1ccc(OCC(=O)NC(=S)Nc2cccc(NC(=O)c3ccc(Cl)cc3Cl)c2)cc1	0.6	.
CC1CN(Cc2ccccn2)CCC1=O (stereo not drawn)	9.2	.
COC(=O)c1c(NC(=O)COC(=O)CNC(=O)c2ccco2)sc(C)c1C	0.0	.
CCCN(CCC)C(=O)Cn1c(=O)n(CCCCCC(=O)Nc2ccccc2)c(=O)c2sccc21	0.2	.
Cc1ccc(S(=O)(=O)N[C@H](C(=O)OCC(=O)NC(=O)Nc2ccc3c(c2)OCCO3)C(C)C)cc1	-0.3	.
Cc1sc(NC(=O)/C=C/c2ccc3c(c2)OCO3)nc1-c1ccccc1	0.0	.
COc1ccccc1/C=N/NC(=O)c1[nH]c(C)c(C(=O)N/N=C/c2ccccc2OC)c1C	-0.7	.
CC(C)(C)C(=O)Nc1cc(NC(=O)C(C)(C)C)cc(C(=O)Nc2cc(C(=O)O)cc(C(=O)O)c2)c1	1.2	.
CCOC(=O)C1=C(c2ccc(OC)cc2)C(=O)c2ccccc2C1=O	0.1	.
COC(=O)c1ccc(/C=N/NS(=O)(=O)c2cc(C)ccc2C)cc1	0.0	.
O=C(COc1ccc(C(=O)c2ccccc2)cc1)NC1CCCCCC1	0.0	.
c1ccc(Sc2cccc3ccccc23)c(CNC2=NCCN2)c1	-0.1	.
CCCCCCCC(O)CC(CC1CCCCC1)C(=O)NN (stereo not drawn)	-2.1	.
OC(COCc1ccccc1)CN1CCc2ccccc2C1 (stereo not drawn)	1.7	.
Cc1ccc(-n2c(C)cc(/C=N/NC(N)=S)c2C)cc1	-0.1	.
CCCCOC(=O)Oc1ccc2c(=O)c(Oc3cc(C)cc(C)c3)coc2c1	2.1	.
O=C(COC(=O)C1CC(O)CN1S(=O)(=O)c1ccc(Cl)cc1)c1ccccc1Cl (stereo not drawn)	-1.0	.
Cc1ccc(-c2n[nH]c(=O)c3ccccc23)cc1S(=O)(=O)NCCO	-1.1	.
Cc1ccccc1NS(=O)(=O)c1ccc(C)c(C(N)=O)c1	-1.0	.
C=CCC1(C#N)C(SC)=NC2=C(C(=O)CC(C)(C)C2)C1c1ccc(Br)cc1 (stereo not drawn)	-0.4	.
Cc1ccc(NC(=O)COC(=O)CCNS(=O)(=O)c2ccc(C)c(C)c2)cc1	-0.2	.
O=C(NC(=S)Nc1ccc(N2CCOCC2)cc1)c1ccc(Cl)cc1	-1.3	.
Cc1ccc(C2CC(c3cccs3)=NN2C(=O)CSc2nc3ccccc3o2)cc1 (stereo not drawn)	1.7	.
O=C(CNC(=S)N(Cc1ccccc1)Cc1cccnc1)NC1CC1	-0.4	.
Cc1ccc(NC(=S)NNC(=O)c2ccc(N3CCOCC3)c([N+](=O)[O-])c2)cc1C	0.1	.
CCCCN(C)C(=O)CCC(=O)NNc1nc2ccccc2c2nc(C)nn12	-0.6	.
CC(=O)Nc1ccc(/C=N/OCC(=O)Nc2ccc(C)cc2)cc1	-0.1	.
NS(=O)(=O)c1ccc(N/C=C\C(=O)c2cccc3ccccc23)cc1	2.5	.
C/C(=N\NC(=O)c1ccco1)c1ccc(NC(=O)c2cccs2)cc1	-0.6	.
Fc1ccc(C2CC(c3cccs3)=NN2C(=S)Nc2ccccc2)cc1 (stereo not drawn)	1.4	.
Cc1ccc(OCC(=O)NNC(=O)CSc2ncc(C#N)c(N)n2)cc1	-0.4	.
NS(=O)(=O)c1ccc(CCNCc2cc(Br)ccc2OCc2ccccc2)cc1	-0.5	.

The list continues:
SMILES	E-sel inducer	RAD52 anneal inh
Cc1ccc(C(=O)NNC(=O)c2cccnc2SCc2cccc([N+](=O)[O-])c2)cc1	-1.6	.
CC(=O)Oc1ccc(C(=O)[C@H]2[C@H]3C(=O)N(c4cccc5ccccc45)C(=O)[C@H]3[C@@H]3C=CC=NN32)cc1	1.4	.
CCOC(=O)c1sc(N/N=C/c2ccccc2)nc1C	-0.1	.
O=C(c1cccc([N+](=O)[O-])c1)N1CCOCC1	1.8	.
O=c1ccn(Cc2ccc(F)cc2)c2ccnc(C(F)(F)F)c12	-0.4	.
CCOC(=O)c1cccc2c(=O)c(C(=O)c3ccc(Cl)cc3)c(C(=O)OC)[nH]c12	0.4	.
Cc1nc2ccccc2cc1C(=O)N/N=C/c1cccc([N+](=O)[O-])c1	0.6	.
O=C([C@@H]1[C@@H](CO)[C@@H]2Cn3c(cccc3=O)[C@@H]2N1Cc1ccccn1)N1CCC(Cc2ccccc2)CC1	0.0	.
CCN1CCCC1CNCc1cccc(OC)c1OCc1ccc(F)cc1 (stereo not drawn)	-0.3	.
Cc1nonc1NC(=O)Nc1cccnc1	-0.7	.
CCOC(=O)Cc1nnc(Nc2ccc(C)cc2C)c2ccccc12	-1.6	.
CC(C)Nc1nc(NC(N)=S)nc(NC(C)C)n1	1.0	.
Cc1cccc(NC(=S)NC2CCCC2)c1	0.1	.
C[C@@H]1CN([C@@H](C)CO)C(=O)c2cc(NC(=O)CCCCCC(=O)Nc3ccccc3N)ccc2O[C@H]1CN(C)C(=O)NC1CCCCC1	1.1	.
CNC(=S)N/N=C/c1ccc(OCC(=O)Nc2c(C)cc(C)cc2C)c(OC)c1	-0.5	.
CCOC(=O)Cc1csc(SCc2cc(=O)oc3cc(O)ccc23)n1	1.2	.
Cc1ccc(S(=O)(=O)N2CCC(C(=O)N[C@@H](C)C(=O)NCc3ccco3)CC2)cc1	-0.3	.
C[C@@H]1CN([C@@H](C)CO)C(=O)c2cc(NC(=O)Nc3ccc(C(F)(F)F)cc3)ccc2O[C@@H](C)CCCCO[C@H]1CN(C)C(=O)Nc1ccccc1	0.6	.
O=C(NNC(=S)Nc1cccc(C(F)(F)F)c1)c1ccc(Cl)cc1Cl	-0.2	.
O=C(O)CSc1nnc(Cn2nnc3ccccc32)n1CCc1ccccc1	0.3	.

Reprinted from the listing for reference:
SMILES	E-sel inducer	RAD52 anneal inh
CCN1CCCC1CNCc1cccc(OC)c1OCc1ccc(F)cc1 (stereo not drawn)	-0.3	.
Cc1nonc1NC(=O)Nc1cccnc1	-0.7	.
CCOC(=O)Cc1nnc(Nc2ccc(C)cc2C)c2ccccc12	-1.6	.
CC(C)Nc1nc(NC(N)=S)nc(NC(C)C)n1	1.0	.
Cc1cccc(NC(=S)NC2CCCC2)c1	0.1	.

Two entries from above in another layout.
SMILES: c1ccc(Sc2cccc3ccccc23)c(CNC2=NCCN2)c1
  E-sel inducer: -0.1	RAD52 anneal inh: .

SMILES: O=C(COc1ccc(C(=O)c2ccccc2)cc1)NC1CCCCCC1
  E-sel inducer: 0.0	RAD52 anneal inh: .

Further structures:
SMILES	E-sel inducer	RAD52 anneal inh
Cn1c2c(c(O)c(-c3ccccc3)c1=O)C(=O)CC(C)(C)C2	1.1	.
CCOc1cc2[nH]c(=O)n(CCC(=O)NCc3ccc(OC)cc3)c(=O)c2cc1OCC	-0.7	.
COc1cc(C(=O)NCCC(C)C)ccc1OCc1ccc(Cl)cc1Cl	0.5	.
CC(C)(C)c1cc(-n2ccnc2)n2ncc(-c3ccc(Cl)cc3)c2n1	0.6	.
C[C@@H]1CCCCO[C@@H](CN(C)C(=O)Nc2ccccc2)[C@@H](C)CN([C@@H](C)CO)C(=O)c2cc(NC(=O)Nc3ccc(F)cc3)ccc2O1	0.0	.
